CaV13 FRET inh = Disruptors of the CACNA1D IQ motif to Ca2+-dependent inactivation inhibitor domain association, primary screening, Förster resonance energy transfer in intact living …; HEK cells, CFP/YFP FRET ICDI-IQ, plate reader, 10 min; percent FRET-ratio fall versus neutral wells; inhibition, % at 12.3 µM; 340,000 compounds, 0.098% hits; AID 743397;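 active = mean replicate inhibition of at least 30% and at least 1% of replicates passing that level; inconclusive = only one of the two criteria is met; inactive = neither criterion is met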;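 note: 0% = median of the neutral control wells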
Granule exo inh = blocks lytic granule exocytosis. TALL-104 LAMP-1 surface exposure, flow cytometry; cells stimulated with thapsigargin and PMA. inhibition, % at 10 µM. 360,000 compounds, 0.66% hits;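 active = inhibition above about 55%, limit read from the data; inconclusive = no clear call, values can overlap the other calls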
HTR2A ag = activates the mouse 5-HT2A serotonin receptor; activation, % at 7.6 µM; CHO-K1 mHTR2A beta-arrestin complementation, luminescence; percent of 30 µM serotonin response; 360,000 compounds, 0.66% hits;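 active = activation above a run cutoff, the mean activation of all tested compounds plus 3 SD, cut at about 14% in these data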;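 note: 0% = plate median of compound wells and 100% = 30 µM serotonin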
PDI turbidity = blocks human protein disulfide isomerase activity | P07237 | PDI insulin aggregation turbidity, A650, 90 min | inhibition, % at 10 µM | 350,000 compounds, 0.052% hits | AID 588391;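 active = mean inhibition across replicates of 30% or more, whatever share of single replicates reach that level; inconclusive = mean inhibition below 30% while every single replicate reaches 30%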;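 note: absorbance from insulin aggregation driven by PDI reduction with DTT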
MC4R barr agon = agonists of human melanocortin 4 receptor (MC4R) beta-arrestin. 360,000 compounds, 0.98% hits. P32245. U2OS MC4R beta-arrestin complementation, luminescence; percent of melanotan II response, DMSO zero. activation, % at 8.9 µM;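 active = activation above a per-plate cutoff, the mean activation of sample wells on that plate plus 3 SD, cut at about 8% in these data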
MC4R antagonist = human MC4R antagonism in cAMP assay; P32245; MC4R-expressing cells, MTII-stimulated cAMP, LANCE TR-FRET; inhibition, % at 6.5 µM; 360,000 compounds, 0.48% hits; AID 540295;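 active = inhibition above its plate's cutoff, the mean of tested wells on that plate plus 3 SD, cut at about 29% in these data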;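 note: 0% = Melanotan II alone and 100% = Melanotan II plus saturating MCL0020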
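Material – human MC4R-expressing U2OS cells · Repeats – no replicates · Detection – TR-FRET with Eu-cAMP and labeled anti-cAMP, 671 nm · Times – compound 30 min, challenge 1 h, detection 1 h · Compound – single nominal compound dose of 6.5 µM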
Cardio protect = myocardial damage modulation in H9c2 cells; H9c2 cardiomyocytes, H2O2 injury protection, ATPLite, 2 h; protection from H2O2 cell death, % at 20 µM; AID 588492; 360,000 compounds, 0.63% hits;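 active = compounds giving at least 50% protection of heart cells from peroxide-induced death in the single-dose screen, raw or plate-pattern-corrected value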;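 note: 0% = DMSO wells with peroxide and 100% = DMSO wells without peroxide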
ABCB6 inh MLPCN = blocks the human ABCB6 transporter; AID 602162; Q9NP58; fluorescence ratio to DMSO, % at 10 µM; K562-ABCB6 porphyrin accumulation, flow cytometry, 1 h; stronger effect = lower value; 360,000 compounds, 0.19% hits;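 active = fluorescence ratio to DMSO below 75%, the collection mean minus 3 SD; inconclusive = too few cells collected in the well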;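 note: signal is porphyrin accumulated inside mitochondria; 100% equals median channel fluorescence of DMSO control wells; lower ratio means ABCB6 inhibition with less porphyrin fluorescence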
Glyco luc inh = N-linked glycosylation inhibition; 360,000 compounds, 0.23% hits; D54 ERlucT glycosylation luciferase reporter, 24 h; percent of 100 nM tunicamycin response; AID 588692; reporter increase, % at 12.5 µM;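 active = mean luciferase reporter signal, scaled so untreated is 0 and the glycosylation-blocking control 100, at or above a set limit in every replicate; inconclusive = mean reaches the limit but not every replicate does; inactive = mean below the limit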;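 note: luciferase carries N-glycosylation sites so blocking glycosylation raises the light; 0% = median of neutral control wells and 100% = median of 100 nM tunicamycin wells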
ABHD5-PLIN5 inh = blocks binding of human ABHD5 to perilipin-5; Q00G26+Q8WTS1; Split G. princeps luciferase complementation, luminescence, 4 h; inhibition, % at 4 µM; 360,000 compounds, 0.78% hits; AID 602281;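 active = inhibition above the mean inhibition across every tested compound plus 3 SD, cut at about 22% in these data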;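 note: 0% = DMSO only wells and the 100% control is not disclosed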
Target sequence (Q00G26 whole entry, looked up): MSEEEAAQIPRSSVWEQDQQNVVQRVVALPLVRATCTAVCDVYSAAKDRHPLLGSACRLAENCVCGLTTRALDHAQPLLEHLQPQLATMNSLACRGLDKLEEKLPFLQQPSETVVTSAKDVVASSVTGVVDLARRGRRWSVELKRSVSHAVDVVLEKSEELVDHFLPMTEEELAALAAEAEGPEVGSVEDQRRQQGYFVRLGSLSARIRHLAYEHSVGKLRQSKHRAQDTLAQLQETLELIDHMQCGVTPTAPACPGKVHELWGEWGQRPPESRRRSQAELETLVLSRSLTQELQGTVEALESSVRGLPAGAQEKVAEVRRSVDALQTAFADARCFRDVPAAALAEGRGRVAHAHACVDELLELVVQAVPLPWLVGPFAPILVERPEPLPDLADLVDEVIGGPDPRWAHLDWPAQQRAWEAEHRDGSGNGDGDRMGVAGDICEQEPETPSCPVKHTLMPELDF
Target sequence (Q8WTS1 whole entry, looked up): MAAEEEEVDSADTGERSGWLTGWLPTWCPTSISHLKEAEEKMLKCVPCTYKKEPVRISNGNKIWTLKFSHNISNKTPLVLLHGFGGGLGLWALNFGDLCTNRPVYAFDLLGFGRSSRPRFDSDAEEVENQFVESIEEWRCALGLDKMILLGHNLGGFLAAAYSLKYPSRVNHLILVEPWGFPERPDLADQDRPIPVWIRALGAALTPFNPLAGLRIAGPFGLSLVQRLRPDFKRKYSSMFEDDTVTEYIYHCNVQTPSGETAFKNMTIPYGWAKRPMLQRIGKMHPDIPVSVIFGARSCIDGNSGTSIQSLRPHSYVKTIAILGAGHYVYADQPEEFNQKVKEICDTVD
Numbers without * were called inactive; ? = inconclusive; / = no result given.

SMILES | CaV13 FRET inh | Granule exo inh | HTR2A ag | PDI turbidity | MC4R barr agon | MC4R antagonist | Cardio protect | ABCB6 inh MLPCN | Glyco luc inh | ABHD5-PLIN5 inh
C[C@H](CO)N1C[C@H](C)[C@@H](CN(C)Cc2ccc(Oc3ccccc3)cc2)OCc2cnnn2CCCC1=O | -5 | 8 | 0 | 0 | -1.4 | 11 | 8 | 99 | 0 | -7
O=C(c1ccc([N+](=O)[O-])cc1)N(Cc1cccs1)C1CCS(=O)(=O)C1 (centres undefined) | -10 | -12 | -4 | -2 | -1.4 | 4 | 1 | 103 | 0 | 4
COc1ccc(NC(=O)CCCOc2ccc(Cl)c(C)c2)cc1S(=O)(=O)N1CCOCC1 | -6 | 1 | -4 | 1 | -0.8 | 4 | -10 | 96 | -2 | 1
COc1cc(Cl)c(C)cc1NC(=O)CSc1cc(Cl)ccc1Cl | -1 | -4 | 0 | -2 | -1.0 | 13 | -7 | 99 | 2 | -5
CC(C)[C@H](NC(=O)N1CCn2c1nc1ccccc12)C(=O)N[C@@H](C(=O)O)c1ccccc1 | / | 1 | 2 | / | -1.5 | 6 | -2 | 102 | 0 | 1
CC(=O)NC(c1ccc(Cl)cc1Cl)c1ccc2cccnc2c1O (centres undefined) | -5 | 13 | -4 | 0 | -0.8 | -2 | 35 | 94 | -11 | 8
O=C(NNC(=O)C12CC3CC(CC(C3)C1)C2)c1ccccn1 | -5 | 11 | -8 | -2 | -3.4 | 5 | 49 | 100 | 12 | 1
CCOC(=O)C1CCCN(C(=S)Nc2cccc(Cl)c2)C1 (centres undefined) | -4 | 1 | 5 | -2 | -2.3 | 10 | 0 | 89 | 3 | -4
Cc1cc(C)n(CC(O)COCc2ccccc2)n1 (centres undefined) | -6 | 7 | 1 | -2 | -1.8 | 10 | 1 | 104 | -1 | -5
COC(=O)CNC(=O)C1Cc2ccccc2CN1S(=O)(=O)c1cccs1 (centres undefined) | -2 | 16 | 3 | 16 | -1.6 | 12 | -5 | 96 | 1 | 2
CCOc1ccc(NC(=O)N2CCCC2C(=O)NCC2CCCO2)cc1 (centres undefined) | -17 | -1 | 2 | -2 | 0.7 | 3 | 2 | 98 | -1 | -3
CCOC(=O)c1c(CN2CCN(C)CC2)oc2ccc(OC)cc12 | -6 | 3 | -5 | -4 | 2.9 | -7 | 6 | 100 | 3 | 9
CCOC(=O)N1Cc2cc3ccccc3nc2C1 | -5 | -6 | 2 | -3 | 0.8 | 2 | -2 | 103 | -1 | -5
Cc1ccc(-n2[nH]c(C)c(C=NCc3ccncc3)c2=O)cc1 | -2 | 1 | 1 | 2 | -1.6 | 4 | -6 | 99 | 0 | -1
CC1CCC2(CC1)NC(=O)N(CC(=O)NCc1ccc(F)cc1)C2=O (centres undefined) | -7 | 11 | -5 | 2 | -2.8 | 3 | 1 | 96 | 4 | -5
Cc1ccc(S(=O)(=O)CCC(=O)N2CCN(c3ccccc3F)CC2)cc1 | -6 | -5 | -2 | -3 | -2.5 | -1 | 3 | 97 | 2 | -3
Cc1nn(Cc2ccccc2)c(Cl)c1C(=O)OC(C)C#N (centres undefined) | -1 | 2 | -5 | -2 | -1.0 | -7 | -9 | 93 | -5 | 4
c1ccc(-c2cc(-c3nc(-c4ccccn4)no3)c3ccccc3n2)cc1 | -5 | 0 | -5 | 5 | -0.4 | 3 | 44 | 98 | -2 | -3
CC(C)CN1C2CCCC1CC(NC(=O)c1ccc([N+](=O)[O-])cc1)C2 (centres undefined) | -4 | 4 | -1 | -3 | 1.1 | 6 | 1 | 96 | 1 | -7
CC(C)C(NC(=O)c1ccccc1NC(=O)c1ccco1)C(=O)O (centres undefined) | / | -6 | 3 | 6 | 2.0 | 1 | 4 | 97 | 0 | 1
COc1cccc(CN2CCCC(C(=O)c3ccc4c(c3)OCO4)C2)c1O (centres undefined) | -4 | 18 | -2 | -3 | -4.0 | 9 | 0 | 102 | -1 | 0
Cc1ccc2c(c1)[C@H]1[C@H](CO2)[C@H](c2ccccc2)[C@]2(C)C(=O)Nc3ccc(Cl)cc3C(=O)N12 | -10 | -3 | 1 | -4 | 2.4 | 18 | -5 | 103 | 13 | -10
CCN(CC)C(=O)C1CCCN(C/C=C/c2ccccc2)C1 (centres undefined) | -9 | -2 | -9 | 2 | -2.2 | -1 | -2 | 101 | -2 | 1
CCn1c(SCc2nc(-c3ccccc3)no2)nnc1-c1ccco1 | -5 | 0 | 2 | 11 | -1.8 | 2 | 4 | 88 | -3 | 4
COc1cc(C(=O)NC2CCCc3ccccc32)ccc1OCC(=O)Nc1ccc(F)cc1 (centres undefined) | 5 | -2 | 1 | 4 | 5.2 | -1 | -4 | 104 | -5 | 5
NC(=O)c1nsc(C(=O)N(CC(=O)NCc2ccc(F)cc2)Cc2ccco2)c1N | / | 0 | 7 | ? | 0.3 | 1 | 14 | 88 | -1 | 36*
CC(=O)c1ccc(NC(=O)CSc2nc3nc(C)cc(C)n3n2)cc1 | -5 | -1 | 3 | / | -1.0 | 3 | -10 | 105 | 3 | 2
Cc1cccnc1CCNC(=O)CC1C(=O)NCCN1CC1CCCCC1 (centres undefined) | -4 | 2 | -2 | 9 | 5.5 | 0 | 2 | 91 | 1 | 9
O=C(NCC1CCCO1)c1cn(Cc2ccccc2Cl)nc1-c1ccccc1 (centres undefined) | -5 | -4 | 2 | -2 | -3.4 | 19 | 6 | 93 | -1 | -8
COc1ccc(C2OC(=O)CC2C(=O)NC(C)C)cc1 (centres undefined) | -7 | 1 | 3 | -1 | 1.2 | 12 | 2 | 91 | 2 | -1
O=C(Nc1ccc(S(=O)(=O)Nc2nccs2)cc1)c1cc(-c2ccccn2)nc2ccccc12 | -6 | -1 | 0 | 3 | -0.4 | -5 | 6 | 101 | 1 | -8
O=C1[C@@H]2[C@@H]3C[C@@H]([C@H]4ON=C(c5ccc(Cl)cc5Cl)[C@@H]34)[C@@H]2C(=O)N1C1CCCCC1 | -2 | 0 | -3 | 2 | -3.1 | 8 | 0 | 102 | -2 | -10
Cc1cc(C(=O)Nc2sc3c(c2C#N)CCC(C)C3)cs1 (centres undefined) | -9 | -1 | -3 | -2 | 8.3* | 1 | -4 | 102 | -1 | 0
Oc1ccc(C(=S)N2CCN(Cc3ccccc3)CC2)cc1 | -4 | -5 | 5 | 10 | 0.2 | 7 | 2 | 99 | -4 | 9
CC(=O)N1N=C2/C(=C/c3ccccc3)CCCC2C1c1ccccc1 (centres undefined) | -5 | -2 | -1 | 3 | 2.5 | 25 | -13 | 98 | -2 | 0
CC(C)OC(=O)CSc1nnc(-c2ccccn2)n1N | 1 | -2 | 3 | -2 | 0.2 | 20 | 6 | 97 | 2 | 2
O=C(Nc1ccccc1)c1nccn1Cc1ccc(F)cc1 | -3 | 0 | 2 | -7 | 3.7 | 4 | -3 | 97 | 2 | 6
O=C(CCNC(=O)c1ccccc1Cl)NCc1cccnc1 | -4 | 45 | -4 | -5 | -2.5 | 2 | 1 | 92 | -2 | -7
N/C(CCS(=O)(=O)c1ccc(Cl)cc1)=N\OC(=O)c1ccc(Cl)cc1 | -20 | 3 | 3 | 6 | 7.9 | 11 | -9 | 101 | 1 | 0
CC(C)(C)[C@H]1C=C(C(=O)N2CCN(Cc3ccc4c(c3)OCO4)CC2)O[C@@H](OCCCCO)C1 | -10 | -8 | -5 | 14 | -0.7 | -3 | 2 | 88 | 0 | -11

10 compounds from above, sorted by molar mass, smallest number first.
SMILES | CaV13 FRET inh | Granule exo inh | HTR2A ag | PDI turbidity | MC4R barr agon | MC4R antagonist | Cardio protect | ABCB6 inh MLPCN | Glyco luc inh | ABHD5-PLIN5 inh
COc1ccc(C2OC(=O)CC2C(=O)NC(C)C)cc1 (centres undefined) | -7 | 1 | 3 | -1 | 1.2 | 12 | 2 | 91 | 2 | -1
CC(C)OC(=O)CSc1nnc(-c2ccccn2)n1N | 1 | -2 | 3 | -2 | 0.2 | 20 | 6 | 97 | 2 | 2
Oc1ccc(C(=S)N2CCN(Cc3ccccc3)CC2)cc1 | -4 | -5 | 5 | 10 | 0.2 | 7 | 2 | 99 | -4 | 9
Cc1cc(C(=O)Nc2sc3c(c2C#N)CCC(C)C3)cs1 (centres undefined) | -9 | -1 | -3 | -2 | 8.3* | 1 | -4 | 102 | -1 | 0
CC(=O)c1ccc(NC(=O)CSc2nc3nc(C)cc(C)n3n2)cc1 | -5 | -1 | 3 | / | -1.0 | 3 | -10 | 105 | 3 | 2
Cc1cccnc1CCNC(=O)CC1C(=O)NCCN1CC1CCCCC1 (centres undefined) | -4 | 2 | -2 | 9 | 5.5 | 0 | 2 | 91 | 1 | 9
O=C(NCC1CCCO1)c1cn(Cc2ccccc2Cl)nc1-c1ccccc1 (centres undefined) | -5 | -4 | 2 | -2 | -3.4 | 19 | 6 | 93 | -1 | -8
N/C(CCS(=O)(=O)c1ccc(Cl)cc1)=N\OC(=O)c1ccc(Cl)cc1 | -20 | 3 | 3 | 6 | 7.9 | 11 | -9 | 101 | 1 | 0
NC(=O)c1nsc(C(=O)N(CC(=O)NCc2ccc(F)cc2)Cc2ccco2)c1N | / | 0 | 7 | ? | 0.3 | 1 | 14 | 88 | -1 | 36*
CC(C)(C)[C@H]1C=C(C(=O)N2CCN(Cc3ccc4c(c3)OCO4)CC2)O[C@@H](OCCCCO)C1 | -10 | -8 | -5 | 14 | -0.7 | -3 | 2 | 88 | 0 | -11

Further structures.
SMILES | CaV13 FRET inh | Granule exo inh | HTR2A ag | PDI turbidity | MC4R barr agon | MC4R antagonist | Cardio protect | ABCB6 inh MLPCN | Glyco luc inh | ABHD5-PLIN5 inh
CC(C)[C@@H]1CC[C@@H](C)c2c(-c3ccccc3)n[nH]c21 | -4 | 6 | -5 | -8 | 4.8 | -3 | -11 | 93 | 4 | -8
COc1ccc(-c2nnn(CC(=O)c3c[nH]c4ccccc34)n2)cc1OC | / | -6 | 0 | 6 | 0.8 | 2 | 21 | 115 | -1 | 10
CC(C)N(C(=O)Cc1ccccc1[N+](=O)[O-])C(C)C | -7 | -2 | 4 | 3 | -0.6 | 9 | 2 | 94 | 2 | 2
O=C(/C=C/c1ccc(Cl)c([N+](=O)[O-])c1)c1ccc(O)cc1 | -2 | -4 | -6 | ? | -5.2 | -11 | -11 | 97 | 20 | 68*
CCn1ncc(C2=NOC(C(=O)NCc3ccc(OC)cc3)C2)c1C (centres undefined) | -7 | 4 | 6 | 1 | 0.7 | -17 | -6 | 106 | 10 | 4
Cc1ccc(-n2c(SCc3nc4ccccc4c(=O)[nH]3)nnc2-c2ccccc2O)cc1 | -2 | -2 | 2 | 5 | 0.3 | 10 | 20 | 99 | 1 | -2

From PubChem
